Screening data deposited in PubChem BioAssay by National Center for Advancing Translational Sciences (NCATS).
Glioma ERSR ind: ER stress response induction in glioma | AID 602332 | Potency, µM, for the others: at the top dose activation, most hits filed as activators | 0.02% of 420,000 active | U87-MG GRP78 promoter luciferase reporter, 16 h; also: potency is read from the fitted curve at half-maximal effect; series mostly up to about 76 µM; % of control where 0% means no effect; nearly all actives have a fitted effect of over 35% in size
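Stably transfected U87-MG glioma cells carrying a GRP78-based luciferase sensor; 16 h compound incubation. Luminescence end-point read 10 min after Bright-Glo addition at room temperature.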
TrxR1 substrate: rat thioredoxin reductase 1 substrate activity; purified TrxR1 substrate turnover, NADPH consumption readout; O89049; Potency, µM (titrated, usually from 114 µM), without a hit: at the highest dose activity change, negative = substrate turnover; 0.01% of 390,000 active; also: potency is read from the fitted curve at half-maximal effect; % is scaled to controls: 0 for no effect and ±100 for the full control effect; nearly all actives have a fitted effect of over 50% in size
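Rat TrxR1, dispensed at 90 nM, was prereduced with 400 uM NADPH (final) for 5 min at ~22 deg C, then incubated with compound 15 min before 400 uM selenite. A first-read NADPH fluorescence drop versus no-compound background flagged substrates.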
RXFP1 ag: RXFP1 (human) receptor agonism; AID 2676; HEK293T-RXFP1 cAMP TR-FRET, 30 min; response scale: percent of porcine relaxin response, buffer zero; Potency, µM (titrated, usually from 57.5 µM), inactives show at the highest dose activation, actives largely listed as activators; Q9HBX9; 0.3% of 370,000 active; also: potency is read from the fitted curve at half-maximal effect; % is scaled to controls: 0 for no effect and ±100 for the full control effect; nearly all actives have a fitted effect of over 60% in size; many of its hits are not listed in these tables
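Agonist response is measured as cAMP accumulation in an RXFP1-transfected HEK293T line under PDE4 inhibition. Values are scaled between buffer-only and 29 nM porcine relaxin, and EC50s come from standard Hill equation fits.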
LDHA inh: inhibitors of human lactate dehydrogenase A | 0.15% of 480,000 active | purified LDHA, NADH/diaphorase-resazurin fluorescence; hits give low values | activity change, % (values are at about 110 or 230 µM) | AID 1347041; in the data active = activity change below about -30%; inconclusive = mostly about -25% to -30%;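 also: plate controls were DMSO wells for no effect and wells without enzyme for full effect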
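Enzyme activity of human lactate dehydrogenase 5 (2 nM; 0.06 mM NADH, 0.2 mM pyruvate, 5 min, RT) is measured via a resazurin/diaphorase fluorescence readout of residual NADH.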
mIDH1 inhibitor: inhibitors of human mutant IDH1 R132H. IDH1-R132H enzyme, NADPH consumption, diaphorase/resazurin fluorescence. O75874. 0.093% of 390,000 active. AID 602179. Potency, µM (top dose mostly 76.6 µM), without a hit: top-dose activity change, negative = inhibition, actives largely listed as inhibitors; also: potency is read from the fitted curve at half-maximal effect; % is scaled to controls: 0 for no effect and ±100 for the full control effect; nearly all actives have a fitted effect of over 65% in size
Target sequence (O75874 whole entry R132H, stated change not applied): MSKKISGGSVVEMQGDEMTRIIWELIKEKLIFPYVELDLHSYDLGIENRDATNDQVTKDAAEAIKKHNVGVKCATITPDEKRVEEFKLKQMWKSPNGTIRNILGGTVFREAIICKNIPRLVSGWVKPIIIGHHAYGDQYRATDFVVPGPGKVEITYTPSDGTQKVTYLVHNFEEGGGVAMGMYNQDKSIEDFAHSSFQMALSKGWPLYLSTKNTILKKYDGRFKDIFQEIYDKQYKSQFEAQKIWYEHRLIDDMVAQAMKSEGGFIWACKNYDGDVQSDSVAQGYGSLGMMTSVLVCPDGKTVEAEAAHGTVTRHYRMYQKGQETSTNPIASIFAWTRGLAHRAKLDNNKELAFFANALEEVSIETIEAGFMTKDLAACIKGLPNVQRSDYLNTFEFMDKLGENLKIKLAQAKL
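IDH1-R132H (0.5 ug/mL dispensed) in pH 7.5 Tris buffer was preincubated 30 min with compound, then given a substrate mix of 0.016 mM NADPH and 2 mM alpha-KG for 80 min at room temperature; remaining NADPH was read by diaphorase/resazurin fluorescence.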
PI4K2A block: blocks human PI4K2A kinase activity; activity change, negative = inhibition, % at 76.9 µM; purified PI4K2A, ADP-Glo luminescence, 1 h; hits give low values; AID 1346378; 0.13% of 420,000 active; Q9BTU6; in the data active = activity change below about -50%; inconclusive = mostly about -30% to -49%;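 also: -100% = wells without enzyme as full effect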
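ADP-Glo luminescence measured ADP generated by PI4K2A enzyme (4 ug/mL before mixing) with 1.2 mM PI substrate (pre-mix) and 300 microM ATP (pre-mix). Tris pH7.5 buffer with MgCl2, Triton X-100; 1 h reaction at ambient temperature.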
USP1 inh: USP1/UAF1 (human) deubiquitinase inhibition; 0.23% of 390,000 active; Potency, µM (doses to about 57.1 µM), inactives show at the highest dose activity change, negative = inhibition, hits mostly inhibitors; O94782; recombinant USP1/UAF1, Ub-Rhodamine cleavage fluorescence; also: potency is read from the fitted curve at half-maximal effect; % is scaled to controls: 0 for no effect and ±100 for the full control effect; nearly all actives have a fitted effect of over 60% in size; inactives centre near -12
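USP1/UAF1 complex at 1 nM was preincubated with compound for 15 min at room temperature, then Ub-Rho substrate (150nM final) was added. Fluorescence (480/540 nm) was read kinetically, 6 reads every 60 seconds.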
Vif-APOBEC3G blk: Vif-A3G binding inhibition. HeLa A3G-eYFP + Vif (tagged APOBEC3G with the HIV-1 protein that degrades it), YFP fluorescence, overnight. Potency, µM (highest dose often 46.1 µM), for the others: top-dose activity, negative = active, usual class: inhibitors. 0.076% of 410,000 active. AID 602310;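 also: potency is read from the fitted curve at half-maximal effect; % is scaled to controls: 0 for no effect and ±100 for the full control effect; nearly all actives have a fitted effect of over 60% in size; hits raise eYFP signal because A3G escapes Vif-driven loss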
Target sequence (Q9HC16 whole entry, looked up): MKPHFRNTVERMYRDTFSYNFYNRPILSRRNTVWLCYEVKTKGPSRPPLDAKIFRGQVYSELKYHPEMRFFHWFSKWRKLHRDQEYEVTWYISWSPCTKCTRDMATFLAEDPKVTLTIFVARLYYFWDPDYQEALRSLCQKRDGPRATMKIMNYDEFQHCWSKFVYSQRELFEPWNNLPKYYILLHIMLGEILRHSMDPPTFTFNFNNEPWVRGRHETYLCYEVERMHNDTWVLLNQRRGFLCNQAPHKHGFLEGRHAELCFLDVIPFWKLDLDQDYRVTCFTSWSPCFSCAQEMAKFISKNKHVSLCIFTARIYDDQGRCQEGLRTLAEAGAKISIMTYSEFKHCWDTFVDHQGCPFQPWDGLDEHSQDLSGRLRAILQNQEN
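HeLa cells stably expressing Vif and C-terminally eYFP-tagged A3G, seeded overnight at 37 deg C, then exposed to compound by pintool overnight at 37 deg C. Rise in yellow fluorescence (Ex 488/Em 500-530, Acumen) marks blocked Vif-driven A3G degradation.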
Vif-A3F inh: inhibitors of Vif-A3F interaction. HeLa A3F-eYFP + Vif (tagged APOBEC3F with the HIV-1 protein that degrades it), YFP fluorescence increase. Potency, µM (highest dose often 46.1 µM), without a hit: at the top dose activity, negative = active. 0.2% of 390,000 active; also: potency is read from the fitted curve at half-maximal effect; % of control where 0% means no effect; nearly all actives have a fitted effect of over 65% in size
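HeLa cells stably expressing Vif plus C-terminally eYFP-tagged A3F were seeded, incubated overnight at 37 deg C, dosed with compound, incubated overnight again at 37 deg C. Yellow fluorescence (Ex 488/Em 500-530) reported blocked Vif-mediated A3F-eYFP degradation.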
Numbers without * were called inactive; ? = inconclusive; nt = no result given; & = joins results of further samples; [ ] = remark or other dose. Unless noted, calls follow the shape of the dose curve; as a rule, active = well fitted curve in the direction sought with a large enough effect; inconclusive = small, poorly fitted or top-dose-only effect, or another doubt; inactive = no such curve, though single readings can be large; an effect the other way counts as inactive or inconclusive. An excerpt (hit frequency here may not be typical).

SMILES | Glioma ERSR ind | TrxR1 substrate | RXFP1 ag | LDHA inh | mIDH1 inhibitor | PI4K2A block | USP1 inh | Vif-APOBEC3G blk | Vif-A3F inh
CC1CC(C)CN(S(=O)(=O)c2ccc(F)c(C(=O)NC3CCCCC3C)c2)C1 (configuration not stated) | -4% | nt | nt | -1 | -2% | 7 | -9% | 0% | 1%
COc1cccc(N2C(=NC(=O)CCc3ccccc3)SC3CS(=O)(=O)CC32)c1 (configuration not stated) | -1% | 0% | 6.2% | -7 | -3% | 1 | -16% | -2% | 0%
COc1cc(/C=C/c2ccc3cccc(O)c3n2)cc(Br)c1OC | 4% | -6%[57.1 µM] | -2.2% | -1 | 3% | -4 | -10% | -12% | -14%
Cc1ccc(C)c(NC(=O)c2ccc3nc(CCc4ccccc4)oc3c2)c1 | 1% | -3%[57.1 µM] | -1.6% | -4 | -10% | 1 | -21% | 3% | -1%
O=C(NCc1ccccc1)c1ccc(CSc2nc3cccnc3n2Cc2cccc(F)c2)cc1 | -2% | 8% | 4.4% | 5 | -12% | -1 | ? | -2% | 4%
O=C(NCC1CCCO1)c1ccc(C(=O)NCC2CCCO2)cc1 (configuration not stated) | -3% | -3% | -0.1% | -3 | 5% | 2 | -25% | 2% | -9%
Cn1nnnc1SCC(=O)N1N=C(c2cccs2)CC1c1cccs1 (configuration not stated) | -2% | -6% | nt | -5 | -5% | -6 | -9% | -8% | -6%
CCn1cc(Br)c(C(=O)Nc2ccc(F)c(Cl)c2)n1 | 4% | -16% | -1.8% | 1 | 8% | 5 | -21% | 1% | nt
COc1cc(OC)cc(-c2nnc(SCC(=O)NCc3cccs3)o2)c1 | 8% | 17% | 1.9% | -8 | 12% | -5 | -5% | -1% | -1%
O=C(c1ccc(Cl)cc1)N1CCN(c2cc(=O)[nH]nc2-c2ccccc2)CC1 | -5% | -9% | 0.6% | -4 | -2% | -2 | -2% | -3% | -4%
CCOc1ccc(S(=O)(=O)N2CCN(C(=O)CCC(=O)N3CCOCC3)CC2)cc1 | -5% | 6% | -1.5% | -5 | 3% | -1 | -5% | 0% | -1%
Cc1ccc(-n2c(SCC(=O)N/N=C/C=C/c3ccccc3[N+](=O)[O-])nc3ccccc3c2=O)cc1 | -4% | -10% | 0.4% | -2 | -1% | 3 | -18% | 0% | -2%
COc1cc(/C=C/c2nc(C#N)c(N3CCCCCC3)o2)cc(OC)c1OC | -1% | 546%[activator] | 20% | 5 | 0% | -10 | -13% | -7% | 11%
O=C(NCc1cccs1)C(=O)NCC1OCCCN1S(=O)(=O)c1ccccc1 (configuration not stated) | -1% | -14% | -4.7% | -6 | 5% | 2 | -5% | -8% | 0%
COc1ccc(N2CCN(C(=O)CCNS(=O)(=O)c3ccc(C)cc3)CC2)cc1 | -5% | -9% | 1.5% | -2 | 10% | 6 | -5% | 3% | -1%
CCc1cc[n+](-c2nc([O-])sc2C=O)cc1 | -7% | -14% | 1.7% | 20 | 7% | -11 | -14% | 1% | 5%
O=S(=O)(Cc1nnnn1-c1ccc(Br)cc1)c1ccccc1 | -3% | nt | nt | -8 | -6% | 5 | -13% | -4% | -5%
CCCCCN(C(=O)NC(=O)Nc1cccc(C)c1C)S(C)(=O)=O | -2% | 8%[57.1 µM] | 0.7% | -12 | -4% | 4 | -14% | -5% | 4%
Cc1cccc(N2CCN(c3nnnn3-c3ccccc3)CC2C)c1 (configuration not stated) | -5% | 5% | 1.3% | 3 | -1% | -1 | -14% | 2% | nt
FC(F)(F)c1ccccc1NC(=S)Nn1cnnc1 | 1% | -3% | 0.0% | 1 | 0% | -25 | -22% | -4% | 0%
N#CCSc1nccc(/C=C/c2ccccc2)n1 | 4% | -17%[57.1 µM] | 0.1% | 7 | 11% | 1 | -15% | 0% | 9%
Cc1ccccc1-n1c(O)c(C=NC2CCS(=O)(=O)C2)c2ccccc2c1=O (configuration not stated) | -14% | -7% | 2.1% | -4 | -1% | 4 | ? | 1% | -4%
O=C(Nc1ccccc1N1CCOCC1)[C@@H]1O[C@H](CO)[C@H](O)[C@H](O)[C@H]1O | -3% | nt | nt | 1 | nt | 5 | nt | 5% | nt
COc1ccc(CNC(=O)C2CCN(c3nnc(N4CCCC4=O)s3)CC2)cc1 | -3% | 1%[57.1 µM] | 5.0% | 0 | 7% | -3 | -19% | -5% | 3%
O=C(COC(=O)c1ccccn1)NNC(=O)c1ccc(Br)cc1 | -4% | -3% | nt | 0 | 4% | 3 | -19% | 2% | 4%

Next section; it opens with the two that closed the last part.
SMILES | Glioma ERSR ind | TrxR1 substrate | RXFP1 ag | LDHA inh | mIDH1 inhibitor | PI4K2A block | USP1 inh | Vif-APOBEC3G blk | Vif-A3F inh
COc1ccc(CNC(=O)C2CCN(c3nnc(N4CCCC4=O)s3)CC2)cc1 | -3% | 1%[57.1 µM] | 5.0% | 0 | 7% | -3 | -19% | -5% | 3%
O=C(COC(=O)c1ccccn1)NNC(=O)c1ccc(Br)cc1 | -4% | -3% | nt | 0 | 4% | 3 | -19% | 2% | 4%
O=C(c1ccc2c(c1)OCO2)N1CCN(c2ccccc2)CC1 | -2% | -6% | -0.4% | -5 | 7% | 1 | -4% | -6% | 3%
CCOC(=O)CN1NC2(CCCCC2)NC1=S | -5% | 6% | 2.1% | 2 | 6% | -7 | -5% | 0% | nt
CSCc1c(C(=O)NCCc2ccccn2)oc2ccccc12 | 2% | 1% | 1.1% | -4 | 8% | 5 | -24% | 5% | 22%
CCOC(=O)CC1C(=O)NCCN1S(=O)(=O)c1ccc(F)cc1 (configuration not stated) | -2% | 3% | 4.4% | -8 | -5% | -1 | -27% | -3% | -3%
Nc1ncnc2c1ncn2[C@@H]1O[C@H](C(=O)NCC(F)(F)F)[C@@H](O)[C@H]1O | -4% | nt | nt | -10 | nt | -22 | nt | -2% | nt
CCc1ccc(-c2cc(C)no2)cc1S(=O)(=O)N1CCCN(Cc2ccc(F)cc2)C1 | -5% | 4% | 0.0% | -3 | 0% | -2 | -27% | 5% | -13%
COc1ccc(-c2cc(NC=O)c3ncc(-c4cccc(C(=O)NCCN(C)C)c4)n3c2)cn1 | 1% | nt | nt | -5 | nt | -7 | nt | 2% | nt
CN1C[C@@H]2[C@@H]3C(=O)N(C)C(=O)[C@@H]3[C@](Cc3ccccc3)(C1=O)N2C(=O)c1ccc(F)cc1 | -4% | 14%[57.1 µM] | nt | -8 | 26% | 0 | -19% | 0% | -4%
O=C(Nc1ccncc1)Nc1ccc(Cl)cc1Cl | -1% | -4% | -1.3% | -6 | -7% | -6 | -15% | -1% | -13%
COc1cccc(NC(=O)C2CCN(c3nnc(-n4c(C)ccc4C)s3)CC2)c1 | nt | -5% | 0.3% | -3 | nt | 3 | -20% | nt | nt
COc1ccc(C(=O)Nc2cccc(C(=O)OCc3cc(=O)n4c5c(sc4n3)CCCC5)c2)cc1 | -1% | 5%[57.1 µM] | 4.3% | -7 | -14% | 7 | -21% | 5% | -4%
CCOc1ccc(C(=O)N2CCCC2C(=O)O)cc1 (configuration not stated) | -3% | -1% | -4.1% | 7 | 5% | 9 | 3% | -4% | -4%
O=C(NCCc1ccccc1)C1CC(=O)N(c2ccc3c(c2)OCCO3)C1 (configuration not stated) | -2% | -10% | 0.0% | -7 | 5% | -2 | -6% | 0% | 5%
Cc1ccc(S(=O)(=O)N(C)C[C@@H]2Oc3ncc(Br)cc3C(=O)N([C@H](C)CO)C[C@H]2C)cc1 | -6% | nt | nt | -3 | 21% | -7 | -21% | 4% | 2%
COc1ccccc1CNC(=O)CN1CCC(n2cnc3cc(F)ccc32)CC1 | 1% | -2% | 6.6% | -7 | -2% | 1 | -6% | 1% | -7%
Cn1c(=O)n(CC(=O)NCC2CCCO2)c(=O)c2c3c(sc21)COC(C)(C)C3 (configuration not stated) | -3% | 7% | 17% | -5 | -1% | -8 | -26% | 1% | -10%
Cc1cccn2c(=O)c(C=NCCO)c(NCc3ccco3)nc12 | -6% | -6%[57.1 µM] | 1.5% | -6 | 3% | -3 | 2% | -8% | -5%
Cc1c(NC(=O)CCSCCc2ccccn2)cccc1[N+](=O)[O-] | -5% | 7% | 0.9% | 2 | 0% | 2 | -21% | 0% | 0%
CCc1ccc(CNC(=O)c2ccc(OC3CCN(C(=O)COC)CC3)cc2)nc1 | 0% | -9% | 0.0% | -9 | 0% | -2 | 0% | 0% | 4%
O=C(COc1ccc(F)cc1Br)NCC1COc2ccccc2O1 (configuration not stated) | -4% | 4% | nt | 1 | 5% | -5 | -25% | -2% | -3%
CCOC(=O)c1ccc(CSC(=N)N)o1 | -8% | -5% | 2.8% | -5 | -6% | 3 | -7% | 0% | -5%
COc1ccc(NC(=O)CSc2nc(N)c3cc4c(nc3n2)CCCC4)c(OC)c1 | 10% | 5%[57.1 µM] | 1.0% | 8 | 3% | -6 | -9% | -6% | -22%
COc1ccccc1-c1cc(C(=O)Nc2c(C)nn(Cc3ccc(Cl)cc3)c2C)no1 | -6% | -7% | 6.3% | 5&-4 | -28% | 0 | -12% | -1% | -5%
CC(OC(=O)CCCN=C1NS(=O)(=O)c2ccccc21)C(=O)Nc1ccc(F)cc1Cl (configuration not stated) | -1% | -5% | 0.2% | -1 | 2% | 0 | ? | -5% | 10%
O=S(=O)(Nc1ccccc1O)c1ccc(Cl)nc1 | 0% | 8% | 2.3% | 4 | -3% | 4 | -25% | -10% | -5%
